MIN6 prolif: inducers of beta-cell replication in MIN6 cells | MIN6 cells proliferation, ATPlite luminescence, 48 h; cells starved in 0.2% serum; 100% = growth in 10% serum | proliferation, % at 10 µM | actives 0.29% (n = 330,000) | AID 2380;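 active = compounds whose signal lies at least 3.5 SD above the mean of all wells on their plate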;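 note: 0% = DMSO-treated cells in low-serum medium and 100% = 10% serum control; some compounds called inactive have numbers as strong as hits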
mIAP inh: mouse IAP inhibition | actives 0.2% (n = 330,000) | inhibition, % at 10 µM | AID 2806 | purified mouse IAP, CDP-Star luminescence, 30 min;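 active = inhibition of at least 40% at 10 µM in the primary screen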;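 note: plate controls were DMSO with enzyme for no effect and no enzyme wells for full effect; values of inactives mirror those of a sister screen read the other way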
MPTP block: inhibitors of mitochondrial permeability transition pore. actives 1.4% (n = 360,000). inhibition, % at 10 µM. isolated mouse mitochondria, Ca2+ swelling absorbance, 30 min;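 active = inhibition of 50% or more, scaled per plate between neutral and stimulator controls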;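 note: 0% = DMSO wells given calcium and 100% = 1 mM EGTA wells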
hIAP inh: human IAP inhibition. actives 0.12% (n = 330,000). purified IAP, CDP-Star luminescence, 30 min. inhibition, % at 10 µM. P09923. AID 2544;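 active = inhibition reaching a set limit with compound at 10 µM in the primary screen, cut at about 35% in these data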;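 note: plate controls were DMSO wells with enzyme for no effect and no-enzyme buffer wells for full effect; values of inactives mirror those of a sister screen read the other way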
Target sequence (P09923 whole entry, looked up): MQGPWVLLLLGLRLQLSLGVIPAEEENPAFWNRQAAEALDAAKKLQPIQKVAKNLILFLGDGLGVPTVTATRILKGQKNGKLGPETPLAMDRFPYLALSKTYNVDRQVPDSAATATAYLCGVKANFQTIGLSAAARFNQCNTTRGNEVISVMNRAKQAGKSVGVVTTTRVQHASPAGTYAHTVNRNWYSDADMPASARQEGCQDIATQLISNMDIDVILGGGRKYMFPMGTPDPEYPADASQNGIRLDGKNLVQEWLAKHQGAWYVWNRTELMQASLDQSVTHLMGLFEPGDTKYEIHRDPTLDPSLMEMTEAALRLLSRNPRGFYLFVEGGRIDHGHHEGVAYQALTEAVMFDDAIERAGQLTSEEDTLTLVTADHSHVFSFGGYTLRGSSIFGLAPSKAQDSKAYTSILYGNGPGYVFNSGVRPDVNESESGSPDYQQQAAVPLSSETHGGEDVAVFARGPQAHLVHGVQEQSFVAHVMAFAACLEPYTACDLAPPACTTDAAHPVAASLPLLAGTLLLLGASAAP
APOBEC3A inh: human APOBEC3A DNA deaminase inhibition; inhibition, % at 20 µM; actives 0.41% (n = 330,000); P31941; recombinant A3A, FAM/TAMRA ssDNA deamination fluorescence;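 active = at least 40% inhibition at 20 µM here, with at most 30% in a related deaminase screen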;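 note: plate controls were A3A with DMSO for no effect and wells lacking A3A enzyme for full effect; some results filed as inactive read as strong as hits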
mIAP act: increases mouse intestinal alkaline phosphatase activity. muIAP, CDP-Star luminescence, 30 min; active compounds read high; 1 = vehicle-only enzyme signal, 0 = enzyme-free wells. activation factor at 10 µM. actives 0.24% (n = 330,000). AID 2805;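 active = activation factor of at least 2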; note: the source names both 10 and 20 µM as test concentration; values of inactives mirror those of a sister screen read the other way
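System: mouse IAP enzyme. Reagent: CDP-Star chemiluminescent phosphatase substrate. Benchmarks: DMSO wells, no-enzyme wells. Times: 30 min enzyme-substrate-compound incubation at room temperature. Detection: luminescence from enzymatic CDP-Star hydrolysis. Doses: test compounds delivered from DMSO solution.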
NR3A LBD binder: modulators (binders) of human NR3A ligand-binding domain; AID 1259313; NR3A LBD differential scanning fluorimetry, Tm shift; 0% = protein alone, 100% = glycine-bound protein; Tm shift relative to glycine control, % at 25 µM; actives 2.5% (n = 340,000);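 active = melting temperature shift of at least 10% of the positive control shift, at one fixed dose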
hIAP activ: increases human intestinal alkaline phosphatase activity. actives 0.16% (n = 330,000). activation factor at 10 µM. P09923. purified human IAP, CDP-Star luminescence, 30 min; active compounds read high; 1 = vehicle-only enzyme, 0 = enzyme-free background. AID 2524;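 active = activation factor of the enzyme at least 2-fold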; note: the source names both 10 and 20 µM as test concentration; values of inactives mirror those of a sister screen read the other way
A3G deaminase: blocks human APOBEC3G single-stranded DNA deamination. Q9HC16. recombinant A3G, ssDNA deamination FAM/TAMRA fluorescence. inhibition, % at 20 µM. actives 0.28% (n = 330,000);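 active = inhibition of at least 40% at 20 µM, with no more than 30% in the related APOBEC3A deaminase screen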;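 note: plate controls were DMSO wells with A3G for no effect and wells lacking A3G enzyme for full effect; some compounds called inactive have numbers as strong as hits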
Target sequence (Q9HC16 whole entry, looked up): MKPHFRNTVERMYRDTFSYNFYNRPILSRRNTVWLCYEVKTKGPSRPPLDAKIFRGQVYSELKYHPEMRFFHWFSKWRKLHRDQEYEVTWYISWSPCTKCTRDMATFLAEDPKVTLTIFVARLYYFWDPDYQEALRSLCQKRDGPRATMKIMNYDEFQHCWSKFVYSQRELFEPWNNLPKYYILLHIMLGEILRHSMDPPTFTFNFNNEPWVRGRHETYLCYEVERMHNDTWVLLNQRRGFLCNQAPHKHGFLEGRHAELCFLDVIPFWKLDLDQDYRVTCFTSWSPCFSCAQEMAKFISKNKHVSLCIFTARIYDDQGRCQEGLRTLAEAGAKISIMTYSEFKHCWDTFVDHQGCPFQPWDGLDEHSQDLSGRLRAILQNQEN
* marks the source's active call; other numbers are inactive results; . = no result given. Outcome played no part in choosing rows, and some 5% of all compounds hit somewhere here.

no. | structure | MIN6 prolif | mIAP inh | MPTP block | hIAP inh | APOBEC3A inh | mIAP act | NR3A LBD binder | hIAP activ | A3G deaminase
1 | Cc1ccc(-c2c(C(=O)NCc3ccccc3)oc(=O)c3ccccc23)cc1 | -2 | 2 | 0.6 | -2 | 8 | 0.98 | -2 | 1 | -4
2 | Cc1ccn2cc(CCNS(=O)(=O)c3ccc4c(c3)CCCC4)nc2c1 | 2 | -9 | 0.6 | -31 | -3 | 1.1 | -1 | 1.3 | -3
3 | O=C(Nc1ccccc1)c1cccc(N2C(=O)CCC2=O)c1 | 2 | -5 | -2.9 | 17 | -3 | 1.1 | 0 | 0.83 | -5
4 | CCOC(=O)N1CCN(CCC(=O)Nc2ccc(OC)cc2OC)CC1 | -2 | -2 | -0.2 | -3 | -4 | 1 | -14 | 1 | -2
5 | CCc1sc(C(=O)Nc2ncccc2C)cc1C | -1 | -7 | 0.3 | 2 | 3 | 1.1 | 0 | 0.98 | 7
6 | CCN(CC)S(=O)(=O)c1ccc(C(=O)Oc2coc(CSc3nc(C)cc(C)n3)cc2=O)cc1 | -3 | 18 | 18 | 2 | 1 | 0.82 | 1 | 0.98 | -2
7 | COc1ccc2cc(C3C(C#N)=C(N)OC(C)=C3C(C)=O)c(Cl)nc2c1 (stereo not given) | -1 | -1 | -0.1 | 5 | -2 | 1 | 3 | 0.95 | -5
8 | OCCC1CN(Cc2cnc(-c3ccc(Cl)cc3)nc2)CCN1C1CCCC1 (stereo not given) | -4 | 4 | 2.1 | 4 | 5 | 0.96 | 0 | 0.96 | -1
9 | COc1ccc(S(=O)(=O)N2CCNC(=O)CC2)cc1 | 0 | 4 | -1.6 | 0 | -2 | 0.96 | 2 | 1 | -8
10 | O=[N+]([O-])c1cccc2ncccc12 | -1 | -13 | -0.1 | 0 | -9 | 1.1 | 0 | 1 | -5
11 | COc1ccccc1C1CC(=O)Oc2cc(C)cc(C)c21 (stereo not given) | . | -8 | 0.3 | . | 3 | 1.1 | -1 | . | -3
12 | O=C(Nc1ccccc1)c1ncoc1-c1ccc(Cl)cc1 | 0 | 11 | 0.5 | 31 | 2 | 0.89 | 7 | 0.69 | 13
13 | O=C(NCN1C(=O)C2C3C=CC(C3)C2C1=O)OC1CCCCC1 (stereo not given) | -2 | 0 | -1.7 | -6 | -3 | 1 | -2 | 1.1 | -9
14 | Cc1ccc(S(=O)(=O)N2CCC(C(=O)N3CCC[C@H]3C(=O)NCc3ccccc3)CC2)cc1 | -2 | -9 | 5.7 | -3 | -1 | 1.1 | 1 | 1 | -6
15 | CS(=O)(=O)N(CC(=O)NCCSC1CCCCC1)c1ccc2c(c1)OCO2 | -1 | 0 | -0.5 | -2 | 3 | 1 | 2 | 1 | -5
16 | COc1ccc(CCNC(=O)C/C(C)=N/NC(=O)C2CCCCC2)cc1OC | 0 | -11 | 0.6 | 12 | 2 | 1.1 | -2 | 0.88 | 1
17 | CC(=O)Nc1c(O)nc(SCC(=O)Nc2sc3c(c2C#N)CCCCCC3)[nH]c1=O | 0 | 2 | -3.0 | 9 | -4 | 0.98 | 5 | 0.91 | -7
18 | COc1ccc(C(=O)NCC(C)NC(=O)c2ccc(OC)c(OC)c2)cc1OC (stereo not given) | 1 | -7 | 1.6 | -2 | -5 | 1.1 | 2 | 1 | -13
19 | O=C1c2ccccc2[C@@H]2C[C@@H](O)[C@H](Nc3cccc(Cl)n3)CCN12 | . | 4 | -0.2 | . | 4 | 0.96 | 2 | . | 4
20 | O=C(CN1CCN(Cc2ccc(F)cc2)CC1)NCCc1ccccc1 | 1 | -3 | -1.1 | -19 | -7 | 1 | 0 | 1.2 | -7
21 | O=C(COc1ncnc2ccccc12)c1ccc(Cl)cc1 | -2 | -9 | 0.3 | 0 | 1 | 1.1 | 4 | 1 | 3
22 | CCC(=O)c1ccc(OCC(=O)Nc2cccc(S(=O)(=O)N(C)c3ccccc3)c2)cc1 | -8 | 2 | 24 | 11 | -1 | 0.98 | -9 | 0.89 | -3
23 | C/C(=N\NC(=S)NCc1ccccc1)c1ccccc1F | -5 | 2 | 1.4 | -17 | 2 | 0.98 | 1 | 1.2 | -1
24 | Cc1ccccc1/C(N)=N/OC(=O)c1ccc(F)cc1 | -5 | 12 | 1.2 | 4 | -2 | 0.88 | -2 | 0.96 | -10
25 | O=C(CCCc1ccccc1)NCCCc1ccccc1 | -1 | 0 | -0.2 | -16 | 0 | 1 | 0 | 1.2 | 2
26 | Cc1ccc(S(=O)(=O)NCCCCCC(=O)NCCc2ccccc2)cc1 | 2 | -6 | -0.6 | 21 | 9 | 1.1 | 1 | 0.79 | 12
27 | O=C(/C=C/c1ccc(F)cc1)N1CCN(Cc2ccccc2)CC1 | -3 | 4 | 2.0 | 11 | -4 | 0.96 | -1 | 0.89 | -5
28 | Cc1ccc(-c2nc(-c3ccc(Cl)cc3)sc2CC(=O)O)c(C)c1 | 0 | 1 | 0.3 | 6 | -3 | 0.99 | -1 | 0.94 | -6
29 | COc1ccc(/C=C2/Sc3ccc(C(=O)N4CCOCC4)cc3NC2=O)cc1OC | 5 | 4 | -0.5 | 1 | -3 | 0.96 | 0 | 0.99 | -3
30 | COc1ccc2c(c1)CCc1cc(C(=O)N3CCN(c4ccc(N5CCOCC5)nn4)CC3)sc1-2 | -6 | 9 | -0.7 | 8 | 0 | 0.91 | 0 | 0.92 | 4
31 | Cc1ccc(S(=O)(=O)NCCNC(=O)C2CCCNC2=O)cc1 (stereo not given) | 0 | 7 | -0.5 | 2 | 0 | 0.93 | -1 | 0.98 | -2
32 | COc1ccccc1NC(=O)C(C)N1C(=O)C2CCCCC2C1=O (stereo not given) | 0 | -15 | -1.6 | -7 | -2 | 1.2 | 0 | 1.1 | -10
33 | CN(c1ccccc1)c1ccc(/C=N/NC(=O)CC#N)cc1 | -1 | 11 | 0.7 | 10 | -1 | 0.89 | 4 | 0.9 | -3
34 | O=C(NCCOC(=O)c1ccc(Cl)cc1)c1cccnc1 | -1 | -2 | -0.1 | -10 | -4 | 1 | -1 | 1.1 | -5
35 | COc1ccccc1CCN=C(N)NS(=O)(=O)c1ccccc1F | 2 | -1 | 1.0 | 10 | 2 | 1 | 2 | 0.9 | 0
36 | C=CCc1c(C)[nH]c2ccc(C)cc2c1=O | 1 | 2 | 2.6 | -15 | -1 | 0.98 | -3 | 1.1 | -2
37 | CCc1ccc(NC(=O)COC(=O)c2ccc(Cl)c(S(=O)(=O)N3CCCCCC3)c2)cc1 | -1 | 4 | 7.4 | 19 | 0 | 0.96 | -4 | 0.81 | 1
38 | O=C(NCC(=O)N(Cc1cccs1)C(C(=O)NC1CCCCC1)c1ccco1)c1ccco1 (stereo not given) | -1 | 5 | -1.2 | 14 | -6 | 0.95 | 1 | 0.86 | -6
39 | Cn1c(SCC(=O)Nc2cccc(O)c2)nnc1-c1ccc(S(=O)(=O)N2CCOCC2)cc1 | 1 | 5 | 0.1 | 18 | 4 | 0.95 | 1 | 0.82 | 2
40 | CCC1(c2ccccc2)NC(=O)N(CC(=O)Nc2cccc(C#N)c2)C1=O (stereo not given) | -1 | -6 | -0.4 | 11 | -5 | 1.1 | -2 | 0.89 | -6
41 | CCC1(c2ccc(Cl)cc2)NC(=O)N(CC(=O)NC2CCCC(C)C2C)C1=O (stereo not given) | -3 | -2 | -1.7 | 0 | -1 | 1 | -1 | 1 | -11
42 | O=C(CSc1nnc(-c2cccnc2)n1Cc1ccccc1)N1CCOCC1 | -1 | 2 | -1.8 | 5 | -1 | 0.98 | 10 | 0.95 | -6
43 | O=C(CCCCl)Nc1c2c(nn1-c1ccccc1)CSC2 | -5 | 4 | 1.7 | 12 | -1 | 0.96 | 3 | 0.88 | 1
44 | CCOC(=O)C1CCCN(C(=O)CSc2nccn2C)C1 (stereo not given) | -1 | 10 | -2.9 | 11 | -23 | 0.9 | 1 | 0.89 | -5
45 | CCOc1ccc(NC(=S)c2ccncc2)cc1 | 1 | 9 | 56* | -5 | -4 | 0.91 | 1 | 1 | -6
46 | CCCCn1c(N)c(N(CCOC)C(=O)c2ccc(N3CCCC3)c([N+](=O)[O-])c2)c(=O)[nH]c1=O | 1 | 4 | -2.2 | 2 | 2 | 0.96 | -2 | 0.98 | -6
47 | Cc1ccc(C)c(NC(=O)CNC(=O)N2CC(=O)Nc3ccccc32)c1 | 4 | 4 | 0.3 | -6 | 0 | 0.96 | -2 | 1.1 | -3
48 | Cc1cccc(C(=O)Nc2ccccc2SCC(=O)Nc2ccc(C)c(Cl)c2)c1 | -5 | -49 | 90* | -10 | -6 | 1.5 | 15* | 1.1 | -7
49 | CCCOc1ccc(-c2csc3nc[nH]c(=O)c23)cc1 | -1 | 6 | 0.6 | 8 | -2 | 0.94 | -1 | 0.92 | -5
50 | O=C(Nc1ncnc2sc3c(c12)CCCCC3)c1ccccc1 | -2 | 1 | 0.8 | -9 | 1 | 0.99 | 1 | 1.1 | 1
51 | Cc1ccc(S(=O)(=O)N2CCC[C@H]2C(=O)Nc2ccccc2Cl)cc1 | -1 | -3 | 0.7 | -15 | 1 | 1 | 0 | 1.2 | 4
52 | O=C(NCCNC(=O)c1ccccn1)c1ccc(F)cc1 | 0 | 1 | -3.1 | 7 | 4 | 0.99 | 1 | 0.93 | 1
53 | COC(=O)[C@@]1(Cc2ccccc2)[C@H]2C(=O)N(C)C(=O)[C@H]2[C@H]2CN=C(SCC3CC3)N21 | . | 6 | 8.4 | . | 30 | 0.94 | 2 | . | 16
54 | CSc1ncccc1C(=O)Nc1nc2c(C)cccc2s1 | 2 | 6 | 4.1 | 6 | -3 | 0.94 | -7 | 0.94 | -3
55 | O=C(CN1CCN(S(=O)(=O)c2cccs2)CC1)NCC1CCCCC1 | 0 | 0 | 0.0 | 0 | 0 | 1 | -2 | 1 | -9
56 | CC1CCCCC1NC(=O)c1cn(C)c2ccc(S(=O)(=O)N3CCOCC3)cc2c1=O (stereo not given) | -1 | 1 | -0.5 | -21 | 0 | 0.99 | -1 | 1.2 | -3
57 | Cc1nn(C)c(C(=O)N/N=C/c2cccnc2)c1Cl | 8 | 0 | 0.1 | -4 | -6 | 1 | -1 | 1 | -7
58 | CCN1C(C(=O)c2ccccc2)=C(Nc2ccccc2C)c2ccccc2S1(=O)=O | -6 | 21 | -1.1 | 16 | 3 | 0.79 | 0 | 0.84 | -3
59 | CCOn1c(=O)c(-c2ccc(OC)cc2)[n+]([O-])c2ccccc21 | -2 | 3 | 3.4 | 14 | -2 | 0.97 | -2 | 0.86 | -8
60 | COc1cccc(Nc2nc(NCCO)c3ccccc3n2)c1 | -3 | 0 | -0.1 | -14 | -4 | 1 | -1 | 1.1 | -5
61 | O=C(CCc1ccccc1)Nc1nnc(-c2ccc3c(c2)CCCC3)o1 | -2 | -2 | -1.3 | -23 | -2 | 1 | -1 | 1.2 | -7
62 | CCOC(=O)C1=C(C)NC(C)=C(C(=O)OCC)C1C(=O)OCC(=O)N1CCOCC1 | -2 | -5 | 0.2 | -5 | -6 | 1.1 | 0 | 1 | -6
63 | O=C(CCN1CCN(c2ccccc2)CC1)Nc1cccc(Br)c1 | 0 | -12 | 1.2 | 0 | 1 | 1.1 | -4 | 1 | -1

High-throughput results: PubChem, Sanford-Burnham Center for Chemical Genomics
